# UHRF1 binding: blocks human UHRF1 binding to methylated DNA. inhibition, % at 4.4 µM. UHRF1 binding to methylated oligo, TR-FRET. hit rate 0.75% among 370,000; in the data active = inhibition above about 21%;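 also: UHRF1 SRA domain binding a hemimethylated CpG hairpin DNA probe; 0% = median of test compound wells and 100% = reference inhibitor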
# ARFGAP1 inh: rat ARFGAP1 inhibition; Arfgap1-stimulated ARF1 GTP hydrolysis, GDP FP detection; inhibition, % at 16.5 µM; hit rate 0.26% among 360,000; AID 651572;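 active = inhibition above a per-plate limit, mean inhibition of low control wells plus 3 SD, cut at about 25% in these data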;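 also: 0% = DMSO wells with enzyme and 100% = wells lacking Arfgap1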
#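 Material: truncated rat Arfgap1 GAP domain; Incubation: compound-enzyme preincubation 20 min, reaction 120 min, detection 60 min, 25 °C; Read-out: percent inhibition of Arfgap1-stimulated GTP hydrolysis; Technique: FP, GDP Alexa 633 tracer displaced from anti-GDP antibody, 620/688 nm; Controls: No-Arfgap1 wells (100%) versus DMSO full-reaction wells (0%); Replication: single well per compound.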
# PLC-gamma1 inh: blocks human PLC-gamma1 enzyme activity; inhibition, % at 12.2 µM; P19174; hit rate 0.84% among 370,000; purified PLC-gamma1, fluorogenic substrate, fluorescence; in the data active = inhibition above about 9.5%
# ADAM17 inh: inhibitors of human ADAM17. P78536. recombinant ADAM17, EDANS/DABCYL FRET peptide cleavage. inhibition, % at 6.95 µM. hit rate 0.83% among 370,000. AID 720648;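 active = inhibition above the mean of compounds lying between control limits plus 3 SD, set per campaign, cut at about 8.5% in these data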;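 also: 0% = DMSO-only wells as the low control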
# DDE Tn6 FP inh: DD(E)-Tn6 binding inhibition, primary FP screen. P02675. Fibrin DD(E) TRITC-Tn6 fluorescence polarization displacement. inhibition, % at 8.3 µM. hit rate 0.21% among 370,000. AID 720509;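 active = inhibition above a per-campaign cutoff: mean of compounds within control limits plus 3 SD, cut at about 15% in these data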;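 also: 0% = median of all compound wells on the plate and 100% = blocking peptide control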
# Target sequence (P02675 whole entry, looked up): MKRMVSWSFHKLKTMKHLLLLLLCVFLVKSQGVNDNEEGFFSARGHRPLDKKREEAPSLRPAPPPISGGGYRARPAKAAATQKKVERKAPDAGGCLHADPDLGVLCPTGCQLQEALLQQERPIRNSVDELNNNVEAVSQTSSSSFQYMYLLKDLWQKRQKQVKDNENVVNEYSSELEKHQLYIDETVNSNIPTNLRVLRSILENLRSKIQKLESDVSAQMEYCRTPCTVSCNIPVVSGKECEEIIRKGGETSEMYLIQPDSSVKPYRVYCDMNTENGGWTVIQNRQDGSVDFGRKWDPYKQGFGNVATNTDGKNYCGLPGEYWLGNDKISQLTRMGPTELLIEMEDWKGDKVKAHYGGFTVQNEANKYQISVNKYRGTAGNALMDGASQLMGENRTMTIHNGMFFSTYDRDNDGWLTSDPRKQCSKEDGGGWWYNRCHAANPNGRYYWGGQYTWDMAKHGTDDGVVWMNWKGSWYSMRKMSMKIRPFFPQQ
# proKLK7 act: activates the human kallikrein-7 zymogen. purified proKLK7, EDANS-DABCYL substrate fluorescence; 100% is mature enzyme control, 0% vehicle. hit rate 0.9% among 370,000. activation, % at 7 µM;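 active = activation above the mean of all tested compounds plus 3 SD, computed per campaign excluding outliers beyond control limits, cut at about 13% in these data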
# Tn7 DDE FP: inhibitors of Tn7 peptide binding to human fibrin DD(E) | P02675 | FP displacement of FITC-Tn7 peptide from fibrin DD(E); 0% = median of compound wells per plate | inhibition, % at 8.3 µM | hit rate 0.13% among 370,000 | AID 720508;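 active = inhibition above the mean of compounds falling within the control limits plus 3 SD of them, cut at about 14% in these data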;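 also: 0% = plate median of compound wells and 100% = 10 µM Aha-Tn7 peptide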
#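 Assay system: Human fibrin DD(E) protein | Medium: Tris buffer with calcium and detergent, pH 7.8 | Reagent: 0.1 µM fluorescent Tn7 | Compound dosing: Single point at 8.3 µM | Times: 10 min preincubation, 3 h with tracer, room temperature | Detection: Fluorescence polarization of the labelled Tn7 tracer | Controls: Aha-Tn7 high control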
# ASAP1 inh: blocks human ASAP1-stimulated Arf1 GTP hydrolysis. Q9ULH1. GDP FP detection. inhibition, % at 16.5 µM. hit rate 0.19% among 360,000. AID 624377; in the data active = inhibition above about 25%;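 also: 0% = vehicle with enzyme and substrate and 100% = no enzyme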
# MBD2 inh: MBD2-methylated oligo binding inhibition; AID 686964; TR-FRET, MBD2 binding to methylated oligonucleotide; inhibition, % at 4.4 µM; hit rate 0.31% among 370,000; in the data active = inhibition above about 13%
# Target sequence (Q9UBB5 whole entry, looked up): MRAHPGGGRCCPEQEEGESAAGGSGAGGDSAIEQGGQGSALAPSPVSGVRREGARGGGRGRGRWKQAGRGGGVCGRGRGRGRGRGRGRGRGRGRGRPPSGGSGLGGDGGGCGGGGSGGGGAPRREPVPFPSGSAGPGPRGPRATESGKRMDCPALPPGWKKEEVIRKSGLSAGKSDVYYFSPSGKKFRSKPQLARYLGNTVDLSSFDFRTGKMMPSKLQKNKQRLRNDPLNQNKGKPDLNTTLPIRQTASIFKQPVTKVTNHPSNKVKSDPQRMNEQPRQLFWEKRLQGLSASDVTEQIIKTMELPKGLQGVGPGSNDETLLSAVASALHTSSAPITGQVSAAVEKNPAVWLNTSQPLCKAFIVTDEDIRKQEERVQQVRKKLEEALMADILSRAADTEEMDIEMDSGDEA
# PLC-beta3 inh: inhibitors of human phospholipase C beta3; Q01970; Purified PLC-beta3, fluorogenic substrate, fluorescence; inhibition, % at 12.2 µM; hit rate 0.18% among 370,000; AID 720704; in the data active = inhibition above about 11%;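 also: 0% = median of compound wells on plate and 100% = full blocker control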
# An asterisk follows results filed as active. The order is random (roughly 4.1% active in at least one column).
molecule	UHRF1 binding	ARFGAP1 inh	PLC-gamma1 inh	ADAM17 inh	DDE Tn6 FP inh	proKLK7 act	Tn7 DDE FP	ASAP1 inh	MBD2 inh	PLC-beta3 inh
N#CC1(NC(=O)COc2ccc3oc4ccccc4c3c2)CCCCC1	-2	4	-2	-2	2	0.0	0	-7	3	-1
CCCn1c(=O)n(C)c(=O)c2c(SCC(=O)NC34CC5CC(CC(C5)C3)C4)nc(CC(C)C)nc21	3	9	3	1	1	-0.1	-4	6	-3	1
O=C(O)c1cc2ncc(-c3[nH]ncc3[N+](=O)[O-])cn2n1	-5	-5	3	-3	-9	-0.3	0	1	-5	-5
CCOc1ccc2nc(NC(=O)c3cccc(N4C(=O)CCC4=O)c3)sc2c1	-1	8	-6	-5	-4	0.5	0	1	2	-11
CC(=O)Nc1ccc(OCc2ccc3c(c2)OCO3)cc1	-1	2	6	1	-6	-0.3	-6	0	3	-2
CCCOC(=O)c1ccc(NC(=O)C2C3C=CC(O3)C2C(=O)O)cc1 (configuration not stated)	-4	3	5	-3	5	0.2	-7	-2	5	-5
CC1NC(=S)N(C2CCCCC2)C1=O (configuration not stated)	5	7	-1	-5	-1	-0.2	-6	0	4	-5
c1ccc2c(c1)Oc1ccccc1S2	1	-4	0	-2	7	-0.8	-2	-5	3	-1
O=C(NCc1ccco1)C(c1ccccc1F)N(Cc1cccnc1)C(=O)Cn1nnc2ccccc21 (configuration not stated)	0	-1	2	-1	-4	-0.2	-3	-3	0	2
Cc1nn(Cc2ccccc2Cl)c(C)c1NC(=O)C1C2CCC(O2)C1C(=O)O (configuration not stated)	1	5	-1	-4	-1	-0.3	-1	6	2	-1
Cn1c(=O)n(Cc2ccccc2)c(=O)c2c1nc(NCC1CCCO1)n2Cc1ccccc1 (configuration not stated)	-4	8	-1	-4	-2	0.7	6	5	2	4
O=C(Nc1ccc2c(c1)COC2=O)c1ccc(Cl)c(Cl)c1	-3	-10	3	1	1	4.7	-3	9	1	-2
COc1ccc(C(=O)NCC(=O)N2CCNC(=O)C2)cc1OC	0	10	-2	-2	-2	0.4	-5	-6	1	1
COC(=O)[C@H](CCSC)NC(=O)Nc1cccc(C)c1C	2	-2	-4	-7	2	-0.3	5	-10	3	2
CCN(C[C@H]1N[C@@](Cc2ccccc2)(C(=O)OC)[C@H]2C(=O)N(C)C(=O)[C@@H]12)S(=O)(=O)c1ccc(OC)cc1	2	6	3	1	5	0.1	-7	19	3	1

# The final 2 records of the section above open the next one:
molecule	UHRF1 binding	ARFGAP1 inh	PLC-gamma1 inh	ADAM17 inh	DDE Tn6 FP inh	proKLK7 act	Tn7 DDE FP	ASAP1 inh	MBD2 inh	PLC-beta3 inh
COC(=O)[C@H](CCSC)NC(=O)Nc1cccc(C)c1C	2	-2	-4	-7	2	-0.3	5	-10	3	2
CCN(C[C@H]1N[C@@](Cc2ccccc2)(C(=O)OC)[C@H]2C(=O)N(C)C(=O)[C@@H]12)S(=O)(=O)c1ccc(OC)cc1	2	6	3	1	5	0.1	-7	19	3	1
c1ccc(NC2=NCCN2CC2CCCCCC2)cc1	-4	14	1	-1	2	0.0	8	2	-7	0
O=C(C(=O)N1CCN(c2ccccc2)CC1)c1ccccc1	-1	-10	-1	-4	7	-0.5	11	-13	1	-2
CC(C)(C)C(=O)Nc1ccc(-c2cnco2)cc1	2	-2	3	2	-7	-0.3	-5	2	0	-4
Cc1ccc(NC(=O)CN(C)C(=O)CSc2nnc(C)s2)cc1	-1	0	-1	-2	9	0.2	0	6	-5	5
Cc1ccsc1C(=O)OCC(=O)Nc1cccc(F)c1	-1	14	-8	-1	2	-0.1	-7	13	-5	1
CCOC(=O)N1CCC(NC(=O)c2ccc(CS(=O)(=O)c3c(Cl)cccc3Cl)o2)CC1	-1	-4	1	-1	-4	0.1	-5	-17	0	1
COCCC(=O)N1CCC(n2nccc2NC(=O)c2ccccc2C)CC1	0	3	-1	0	9	-0.4	4	-9	2	-6
COC(=O)C(CCCCN1C(=O)C2C3C=CC(C3)C2C1=O)N1C(=O)C2C3C=CC(C3)C2C1=O (configuration not stated)	2	1	1	-5	-1	0.0	3	-2	3	-1
O=C(/C=C/c1ccccc1)OCN1C(=O)c2ccccc2C1=O	0	1	-1	-3	1	-0.1	-2	-2	1	-3
COc1ccc(CCN(C)C(=O)CCc2nnc(-c3ccccc3)o2)cc1OC	-2	-9	1	2	-4	0.7	0	-13	-1	2
O=C(Nc1ccc(F)cc1F)N1CCCC(c2nc(-c3ccc(F)cc3)no2)C1 (configuration not stated)	0	3	0	1	-7	-0.4	-3	7	3	-2
Cc1ccc(-c2nc(C(=O)NC3CCCCCC3)no2)cc1	0	-1	2	2	-10	0.1	-10	-2	1	0
COc1cccc(/C=C/C(=O)OCC(=O)NCc2ccco2)c1OC	0	-6	-20	-2	1	-0.1	5	-2	-3	-27
Cc1ccc(CNC(=O)c2ccc(N3CCC4(CC3)CC(c3cccc(Br)c3)=NO4)c(NC(=O)c3ccccc3)c2)cc1	-1	-4	2	1	2	-1.6	-5	1	-4	0
CCc1ccc(CN(C)C(=O)c2cc(S(=O)(=O)N3CCOCC3)ccc2N2CCCC2)cc1	4	3	-8	-8	0	0.3	4	-2	-1	-9

# A different layout for 4 compounds above.
Structure: Cc1ccc(NC(=O)CN(C)C(=O)CSc2nnc(C)s2)cc1
  UHRF1 binding = -1 | ARFGAP1 inh = 0 | PLC-gamma1 inh = -1 | ADAM17 inh = -2 | DDE Tn6 FP inh = 9 | proKLK7 act = 0.2 | Tn7 DDE FP = 0 | ASAP1 inh = 6 | MBD2 inh = -5 | PLC-beta3 inh = 5

Structure: Cc1ccsc1C(=O)OCC(=O)Nc1cccc(F)c1
  UHRF1 binding = -1 | ARFGAP1 inh = 14 | PLC-gamma1 inh = -8 | ADAM17 inh = -1 | DDE Tn6 FP inh = 2 | proKLK7 act = -0.1 | Tn7 DDE FP = -7 | ASAP1 inh = 13 | MBD2 inh = -5 | PLC-beta3 inh = 1

Structure: CCOC(=O)N1CCC(NC(=O)c2ccc(CS(=O)(=O)c3c(Cl)cccc3Cl)o2)CC1
  UHRF1 binding = -1 | ARFGAP1 inh = -4 | PLC-gamma1 inh = 1 | ADAM17 inh = -1 | DDE Tn6 FP inh = -4 | proKLK7 act = 0.1 | Tn7 DDE FP = -5 | ASAP1 inh = -17 | MBD2 inh = 0 | PLC-beta3 inh = 1

Structure: COCCC(=O)N1CCC(n2nccc2NC(=O)c2ccccc2C)CC1
  UHRF1 binding = 0 | ARFGAP1 inh = 3 | PLC-gamma1 inh = -1 | ADAM17 inh = 0 | DDE Tn6 FP inh = 9 | proKLK7 act = -0.4 | Tn7 DDE FP = 4 | ASAP1 inh = -9 | MBD2 inh = 2 | PLC-beta3 inh = -6

# Next part.
molecule	UHRF1 binding	ARFGAP1 inh	PLC-gamma1 inh	ADAM17 inh	DDE Tn6 FP inh	proKLK7 act	Tn7 DDE FP	ASAP1 inh	MBD2 inh	PLC-beta3 inh
CC(C)(C)NC(=O)CN(CCN1CCOCC1)C(=O)CNS(=O)(=O)c1ccc(Cl)cc1	-1	2	1	-2	-9	1.4	2	8	-2	-1
N#CCSc1nnc(CNc2cccc(Cl)c2)o1	0	-16	-1	-6	4	-0.1	-4	1	-6	0
Cc1ccc(NC(=O)CCSCCC(=O)Nc2ccc(C)c(C)c2)cc1C	1	-13	-2	-1	-4	0.3	-3	1	-5	-1
CC(C)(C)Sc1ccc2nc3c(n2c1)CCCC3	-2	-5	-35	-55	3	0.7	8	-6	1	-43
COCCSc1ccccc1C(=O)Nc1nncs1	1	6	10*	0	-3	0.3	0	9	0	4
COc1ccccc1C1/C(=C(/O)c2ccc(C)cc2)C(=O)C(=O)N1CCN1CCOCC1 (configuration not stated)	-2	1	-5	3	7	-0.3	4	-1	-2	-1
CSc1ccc(CN2C(=O)C(C)ON=C2c2ccccc2F)cc1 (configuration not stated)	0	19	2	3	-3	-0.1	-7	6	4	1
COc1ccc(C2/C=C\CN(C(=O)C3CCCC3)[C@H](Cc3ccccc3)C(=O)N2Cc2ccc(F)cc2)cc1 (some centres not stated)	-3	4	2	0	3	0.4	7	-14	-3	-1
Clc1ccc(OCCn2ccnc2)c(Br)c1	1	-7	-1	-2	-5	-0.2	2	9	-5	-1
O=C(COC(=O)Cc1c(F)cccc1Cl)NC(=O)c1ccccc1	6	2	5	4	3	0.1	-5	0	0	-14
CC(C)Cc1nc2n[nH]c(N)c2c2c1CCC2	-4	0	-8	1	0	0.4	1	3	-7	-11
COC(=O)Cc1nc2c(N)nc(N)nc2[nH]c1=O	1	-7	-132	-280	-3	30*	-4	-4	2	-176
O=C(COc1nnc2ccccn12)N1CCN(S(=O)(=O)c2ccccc2)CC1	10	18	-171	-85	-3	6.6	3	-15	4	-216
COc1ccc(CCNC(=O)CSc2nc3c(c(=O)n(C)c(=O)n3C)n2C(C)C)cc1OC	-1	-7	3	-3	8	0.1	-5	1	-2	3
O=C(Nc1ccccc1)NC1CCCCC1	0	-10	4	-3	0	-0.3	6	-20	-3	1

# High-throughput results: PubChem, The Scripps Research Institute Molecular Screening Center
